proCasp7 act – counter-screen for procaspase-3 activators: activators of human procaspase-7; P55210; activation, % at 8.5 µM; recombinant procaspase-7, Ac-DEVD-pNA absorbance 405 nm; D23A/D198A/D206A triple mutant, cannot self-cleave; scale: DMSO 0, 5 µM enzyme 100; 330,000 tested, 0.093% active;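 active = percent activation above the screen-wide mean plus 3 SD, cut at about 25% in these data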
Target sequence (P55210 whole entry D23A/D198A/D206A): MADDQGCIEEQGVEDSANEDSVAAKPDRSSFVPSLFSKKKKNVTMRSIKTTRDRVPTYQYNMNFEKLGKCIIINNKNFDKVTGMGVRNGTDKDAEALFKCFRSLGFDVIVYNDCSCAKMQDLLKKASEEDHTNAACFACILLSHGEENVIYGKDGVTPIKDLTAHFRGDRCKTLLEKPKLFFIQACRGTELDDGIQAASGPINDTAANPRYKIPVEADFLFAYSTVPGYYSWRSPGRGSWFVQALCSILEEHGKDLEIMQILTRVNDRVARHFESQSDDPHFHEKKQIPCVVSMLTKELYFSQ
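System: Uncleavable procaspase-7 mutant enzyme; Amount: 2 µM procaspase-7 mutant as dispensed; Schedule: 1 h compound preincubation, 2 h substrate cleavage, 25 °C; Measured by: 405 nm absorbance of p-nitroaniline; Evaluation: percent activation from buffer-corrected 0–120 min absorbance change; Control set: low DMSO alone, high DMSO plus 5 µM PC-7.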
core dimer inh – HCV core protein dimerization inhibition | 300,000 tested, 0.33% active | AID 1899 | TR-FRET GST/Flag-core106 dimerization, 1536-well | inhibition, % at 5 µM;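 active = inhibition above the mean of all tested compounds plus 3 SD, set per screening campaign, cut at about 45% in these data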
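Test system: GST/Flag-tagged HCV core106 proteins; Medium: KF-containing HEPES buffer, pH 7.45, DTT, CHAPS, BSA; Times: compound-protein-antibody incubation 4 h at 22.5 °C; Detection: TR-FRET 671 and 617 nm emission; Benchmarks: wells lacking GST-core106 and wells with excess unlabelled core106.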
PP5 inh – inhibitors of human protein phosphatase 5 (PP5). 320,000 tested, 0.18% active. inhibition, % at 6.7 µM. AID 1987. purified PP5c, OMFP substrate fluorescence. P53041;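 active = inhibition above the campaign's mean inhibition across all tested compounds plus 3 SD, cut at about 9.5% in these data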;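 also: 0% = DMSO only and 100% = 100 µM cantharidin control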
PP1 counter – blocks human PP1-alpha phosphatase, a PP5 counter-screen. P62136. purified PP1alpha, OMFP fluorescence. inhibition, % at 6.7 µM. 320,000 tested, 0.9% active. AID 2235;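 active = inhibition above the mean inhibition of all tested compounds plus 3 SD, computed separately for each screening campaign, cut at about 15% in these data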
Target sequence (P62136 whole entry, looked up): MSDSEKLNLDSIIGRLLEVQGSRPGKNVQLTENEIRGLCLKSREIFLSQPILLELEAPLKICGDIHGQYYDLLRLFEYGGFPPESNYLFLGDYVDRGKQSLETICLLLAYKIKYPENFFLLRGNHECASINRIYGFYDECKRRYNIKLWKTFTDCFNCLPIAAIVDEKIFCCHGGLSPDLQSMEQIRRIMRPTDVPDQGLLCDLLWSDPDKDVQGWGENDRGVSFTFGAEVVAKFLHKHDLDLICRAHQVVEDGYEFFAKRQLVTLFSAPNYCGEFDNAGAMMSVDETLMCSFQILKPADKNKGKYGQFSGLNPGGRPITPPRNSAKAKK
AHR act – human AHR activation | P35869 | AHR-responsive luciferase reporter cells, luminescence | activation, % at 5 µM | 320,000 tested, 2.5% active | AID 2796; in the data active = activation above about 47%;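 also: 0% = vehicle wells and 100% = reference agonist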
CTSL1 counter – blocks F. hepatica cathepsin L1 in PFM18AAP counter-screen. recombinant F. hepatica cathepsin L1, Z-Leu-Arg-MCA fluorescence. 300,000 tested, 0.49% active. inhibition, % at 5.96 µM;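 active = inhibition above the mean of all tested compounds plus 3 SD, set per screening campaign, cut at about 17% in these data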;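 also: 0% = plate median of test compound wells and 100% = 1 µM Z-Phe-Ala-diazomethylketone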
TPT1 inhibitor – blocks Candida albicans tRNA 2'-phosphotransferase; 300,000 tested, 0.81% active; inhibition, % at 5 µM; recombinant caTPT1, FP RNA substrate dephosphorylation;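 active = inhibition above the mean of all tested compounds plus 3 SD, set per screening campaign, cut at about 24% in these data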;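 also: plate controls were DMSO alone for no effect and ferristatin control at 100 nM for full effect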
procasp3 activ – procaspase-3 (human) activation; activation, % at 8.5 µM; recombinant procaspase-3 D3A, Ac-DEVD-pNA absorbance 405 nm; 330,000 tested, 0.11% active; P42574; AID 463141;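 active = activation above the mean of all tested compounds plus 3 SD, cut at about 21% in these data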;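 also: 0% = DMSO alone and 100% = DMSO wells spiked with extra 5 µM PC-3 D3A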
Target sequence (P42574 whole entry D9A/D28A/D175A): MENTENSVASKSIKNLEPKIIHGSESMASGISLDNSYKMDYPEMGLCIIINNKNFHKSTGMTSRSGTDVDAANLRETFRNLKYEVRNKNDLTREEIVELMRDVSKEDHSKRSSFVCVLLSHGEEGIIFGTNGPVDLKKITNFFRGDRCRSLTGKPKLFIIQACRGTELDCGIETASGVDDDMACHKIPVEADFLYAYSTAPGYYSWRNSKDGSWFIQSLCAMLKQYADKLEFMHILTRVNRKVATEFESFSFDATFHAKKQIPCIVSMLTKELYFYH
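System: Procaspase-3 D3A mutant. Medium: Zinc-free 300 mM NaCl, 50 mM HEPES, 0.01% Triton X-100. Schedule: 1 h preincubation plus 2 h reaction at 25 °C. Measured by: 405 nm absorbance of p-nitroaniline, reads at 0 and 120 min. Read-out: percent activation relative to control range.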
PAFAH2 FP inh – PAFAH2 (human) inhibition; inhibition, % at 3.39 µM; recombinant PAFAH2, FP-rhodamine activity probe, fluorescence polarization; AID 492956; 340,000 tested, 0.99% active; Q99487;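 active = inhibition above the mean over all tested compounds plus 3 SD, cut at about 30% in these data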;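 also: inhibitors block probe labeling of enzyme so polarization drops; 0% = enzyme with DMSO and 100% = wells lacking PAFAH2 protein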
An asterisk follows results filed as active; / = no result given.

SMILES | proCasp7 act | core dimer inh | PP5 inh | PP1 counter | AHR act | CTSL1 counter | TPT1 inhibitor | procasp3 activ | PAFAH2 FP inh
CC(C)CN(CCNC(=O)CN1C(=O)COc2ccc(S(=O)(=O)N3CCC(C)CC3)cc21)CC(C)C | -1 | -9 | 2.6 | 0 | 4 | 20* | -3 | -5 | 3
O=C(O)c1ccc(CSCc2c(F)cccc2Cl)o1 | 4 | 3 | -3.6 | -2 | 1 | 1 | -1 | 2 | 6
Oc1c(C(c2ccco2)N2CCC3(CC2)OCCO3)sc2ncnn12 (stereo not given) | -6 | -18 | 1.0 | -2 | 0 | 9 | -4 | -3 | 6
CC(C)CN(CC(C)C)C(=O)CC(=O)NC(=O)c1ccc(Cl)cc1 | 10 | 2 | 1.6 | -5 | 8 | -2 | -3 | -1 | -3
CC(=O)c1ccc(N2CCN(c3ccccc3O)CC2)c([N+](=O)[O-])c1 | -6 | 14 | -0.3 | 4 | -3 | -1 | -3 | 2 | -1
CN(C)S(=O)(=O)c1cccc(NC(=O)COC(=O)/C=C/c2ccc([N+](=O)[O-])cc2)c1 | -8 | 5 | 0.4 | 3 | 2 | -14 | -4 | -1 | 34*
O=C(CNc1cc(S(=O)(=O)N2CCOCC2)ccc1N1CCCC1)N1CCc2ccccc21 | -5 | 5 | -0.1 | 9 | 3 | 1 | 8 | 6 | 15
CCOc1ccc2ccccc2c1C1NC(=O)N(C)C(C)=C1C(=O)OCCOC (stereo not given) | 6 | 2 | 1.1 | 1 | -1 | -2 | -4 | 8 | -3
CCOc1ccc(C(=O)N2CCN(c3ccccc3)CC2)cc1 | 2 | 1 | -0.1 | 5 | 0 | 0 | -1 | 0 | /
COC(=O)c1c(NC(=O)COC(=O)C2CCC2)sc(C)c1C | 11 | 1 | 0.0 | -5 | 1 | -1 | 3 | 3 | 3
CN1/C(=C/c2cccc[n+]2CCO)Sc2ccccc21 | -18 | -17 | 0.9 | 3 | -5 | 1 | 2 | -12 | -4
N#CCCN(C(=O)Nc1ccc(Cl)c(Cl)c1)c1ccccc1 | -5 | -10 | 5.0 | 8 | 2 | 1 | -8 | -6 | 5
COc1ccccc1-c1noc(-c2cccnc2)n1 | 9 | -1 | -1.1 | -6 | 33 | 0 | -1 | 8 | -1
COc1ccc(-c2nc(CN3CCN(Cc4cccc(Cl)c4)CC3)c(C)o2)cc1 | 9 | 6 | 2.2 | 3 | 8 | -1 | -3 | -8 | -4
O=C(CCc1nc(-c2ccccc2Cl)no1)NCCc1ccccc1 | 6 | 8 | 0.2 | -2 | 2 | 0 | 1 | 9 | -4
Cc1cnc(NC(=O)CSCc2c(C)noc2C)s1 | 1 | / | / | / | 7 | / | / | 0 | 6
Cc1ccc(-c2nn(-c3ccccc3)cc2CSC(=N)N)cc1 | -9 | -3 | 1.2 | 15 | 8 | -1 | 6 | -10 | 4
Cc1ncc([N+](=O)[O-])n1CC(=O)NC1CCCCC1 | -5 | -1 | 1.5 | -1 | -1 | -2 | 5 | -2 | 5
CN(CC(=O)NCCc1ccccn1)S(=O)(=O)c1ccc(Cl)cc1 | 3 | 0 | -1.7 | -3 | -2 | -3 | 2 | 1 | -4
CC(C)n1c(SCC(=O)NC2CC2)nnc1-c1ccco1 | 2 | -6 | 1.3 | -1 | 20 | -2 | 0 | -6 | -5

Nothing new here: 7 of the compounds above.
SMILES | proCasp7 act | core dimer inh | PP5 inh | PP1 counter | AHR act | CTSL1 counter | TPT1 inhibitor | procasp3 activ | PAFAH2 FP inh
COc1ccc(-c2nc(CN3CCN(Cc4cccc(Cl)c4)CC3)c(C)o2)cc1 | 9 | 6 | 2.2 | 3 | 8 | -1 | -3 | -8 | -4
O=C(CCc1nc(-c2ccccc2Cl)no1)NCCc1ccccc1 | 6 | 8 | 0.2 | -2 | 2 | 0 | 1 | 9 | -4
Cc1cnc(NC(=O)CSCc2c(C)noc2C)s1 | 1 | / | / | / | 7 | / | / | 0 | 6
Cc1ccc(-c2nn(-c3ccccc3)cc2CSC(=N)N)cc1 | -9 | -3 | 1.2 | 15 | 8 | -1 | 6 | -10 | 4
Cc1ncc([N+](=O)[O-])n1CC(=O)NC1CCCCC1 | -5 | -1 | 1.5 | -1 | -1 | -2 | 5 | -2 | 5
CN(CC(=O)NCCc1ccccn1)S(=O)(=O)c1ccc(Cl)cc1 | 3 | 0 | -1.7 | -3 | -2 | -3 | 2 | 1 | -4
CC(C)n1c(SCC(=O)NC2CC2)nnc1-c1ccco1 | 2 | -6 | 1.3 | -1 | 20 | -2 | 0 | -6 | -5

Continuation.
SMILES | proCasp7 act | core dimer inh | PP5 inh | PP1 counter | AHR act | CTSL1 counter | TPT1 inhibitor | procasp3 activ | PAFAH2 FP inh
Cc1cc(N2CCOCC2)cc(C)[n+]1[O-] | 2 | 2 | -2.5 | -3 | 0 | 5 | -2 | 2 | -5
O=C(NC(Cc1c[nH]c2ccccc12)C(=O)Nc1ccc(OC(F)(F)F)cc1)c1cccs1 (stereo not given) | -6 | -7 | 5.5 | 1 | 2 | -3 | 0 | -11 | 0
COc1ccc(Cl)cc1NC(=O)CN(C)C(=O)CN1C(=O)NC2(CCCC2)C1=O | -4 | -1 | 1.5 | 1 | -1 | 1 | -4 | -6 | 0
COc1ccccc1CNC(=O)C1(NC(=O)Nc2ccc(C)cc2)CCCCC1 | 3 | 0 | 2.2 | 1 | 2 | -1 | -3 | 2 | 2
COc1ccc(NS(=O)(=O)c2ccc(O)c(C(=O)OCC(=O)N3CCCCC3)c2)cc1 | 1 | / | -2.2 | 2 | 0 | / | / | 7 | 9
Cc1cc(CN(C)C(=O)c2ccc(OC3CCN(CCc4ccccc4)CC3)cc2)on1 | 9 | 4 | -0.4 | 2 | -4 | 0 | -2 | 0 | -2
O=C(O)CSc1nnc(COc2ccc(Br)cc2)n1-c1ccccc1 | 3 | -1 | 1.9 | 31* | -3 | 3 | -2 | -1 | 1
CC1Cc2cc(-c3csc(N)n3)ccc2O1 (stereo not given) | -7 | -2 | 0.9 | -2 | 26 | -4 | -1 | 3 | 5
COc1ccc(Cl)c(Cn2c(NCc3ccco3)nc3c2c(=O)n(C)c(=O)n3C)c1 | -9 | 27 | 4.3 | 6 | 5 | -1 | 7 | 2 | 3
CN(Cc1c(F)cccc1Cl)C(=O)CNC(=O)c1sc2ccccc2c1Cl | 4 | 13 | -0.2 | -7 | -2 | 9 | 2 | -5 | -5
O=C(Nc1nccs1)c1ccc2ccccc2n1 | -2 | 3 | -1.9 | -6 | 50* | 1 | 5 | 8 | 1
COc1ccccc1-c1nn2c(C3COc4ccccc4O3)nnc2s1 (stereo not given) | -1 | 7 | 1.3 | 3 | 31 | 0 | -2 | -1 | 4
O=C(Nc1ccc2nc[nH]c2c1)c1ccco1 | 3 | -7 | -2.1 | -2 | -6 | -1 | -2 | 9 | 13
CCn1c(SCc2ccccc2)nnc1C1CCN(S(=O)(=O)c2ccc(OC)cc2)CC1 | 2 | 7 | 3.3 | -2 | 2 | -4 | -1 | -4 | 2
CCOC(=O)c1oc2ccccc2c1CN1CCCCC1 | 9 | 0 | -0.7 | -4 | 0 | 2 | 0 | 0 | 3
CC(C)Cc1nnc(NC(=O)c2cc([N+](=O)[O-])ccc2N2CCOCC2)s1 | -5 | 4 | 3.0 | -2 | 0 | 2 | 1 | 3 | 1
O=C(O)c1ccc(N/N=C/c2ccc(-c3ccc(Br)cc3)o2)cc1 | -42 | -16 | 2.8 | 11 | 5 | 2 | 4 | -22 | 13
CCOC(=O)CCn1nc(-c2ccc(Cl)cc2)cc1N | 3 | 2 | -0.3 | 0 | 5 | -1 | -2 | 0 | -3
NNC(=O)COc1cccc2cccnc12 | 4 | 4 | 0.1 | -1 | 31 | -1 | -1 | 9 | -4
Nc1ccccc1C(=O)NCCCN1CCN(c2cccc(Cl)c2)CC1 | 3 | 0 | -3.1 | -5 | 1 | -3 | -1 | 1 | -14

Two entries drawn at random from those above, as already listed:
SMILES | proCasp7 act | core dimer inh | PP5 inh | PP1 counter | AHR act | CTSL1 counter | TPT1 inhibitor | procasp3 activ | PAFAH2 FP inh
CC(C)Cc1nnc(NC(=O)c2cc([N+](=O)[O-])ccc2N2CCOCC2)s1 | -5 | 4 | 3.0 | -2 | 0 | 2 | 1 | 3 | 1
O=C(NC(Cc1c[nH]c2ccccc12)C(=O)Nc1ccc(OC(F)(F)F)cc1)c1cccs1 (stereo not given) | -6 | -7 | 5.5 | 1 | 2 | -3 | 0 | -11 | 0

Structures listed so far shown as hits in PAFAH2 FP inh.
structure,core dimer inh,PP5 inh,AHR act,TPT1 inhibitor,procasp3 activ,PAFAH2 FP inh
CN(C)S(=O)(=O)c1cccc(NC(=O)COC(=O)/C=C/c2ccc([N+](=O)[O-])cc2)c1,5,0.4,2,-4,-1,34*

Additional structures follow.
SMILES | proCasp7 act | core dimer inh | PP5 inh | PP1 counter | AHR act | CTSL1 counter | TPT1 inhibitor | procasp3 activ | PAFAH2 FP inh
CCOC(=O)c1ccc2nc(NC(NC(C)=O)(C(=O)OC)C(F)(F)F)sc2c1 (stereo not given) | 4 | 0 | 4.0 | 0 | 4 | -4 | 0 | 3 | 4
O=S(=O)(c1cccc(C(F)(F)F)c1)N1CCCC1c1cccnc1 (stereo not given) | 7 | 3 | -0.1 | -1 | 1 | -4 | 0 | 7 | 5
COc1ccc(OCc2cc(C(=O)NCCN3CCCc4ccccc43)no2)c(Cl)c1 | 1 | 4 | 3.7 | 11 | 28 | 2 | 21 | 6 | -5
Cc1nc(C)c(C(=O)Nc2cccc(F)c2)s1 | -4 | -5 | -3.3 | -4 | 2 | -3 | 1 | -3 | 4
COc1ccc(CCNC(=O)c2cccc(S(=O)(=O)N3CCOCC3)c2)cc1OC | 4 | / | 0.4 | 1 | 1 | / | / | 0 | -3
CCOCCCNCc1cc(Cl)cc(Cl)c1OCC | 5 | -4 | -0.1 | -4 | 3 | -2 | 2 | -1 | 3
CC(c1nnc(Sc2nnnn2-c2ccccc2)n1-c1ccc(F)cc1)N(C)C (stereo not given) | 3 | -1 | 1.0 | -2 | 0 | 0 | -1 | -2 | -8
COc1ccc(C(=O)/C=C/Nc2ccc(S(=O)(=O)Nc3nc(C)cc(C)n3)cc2)cc1OC | 10 | 0 | 0.1 | 4 | 1 | 3 | 5 | 3 | 4
COC(=O)c1cc(S(=O)(=O)NCC2CCN(Cc3ccc(F)cc3)CC2)c[nH]1 | 13 | -6 | -3.0 | -1 | 0 | 2 | 2 | 5 | -10
Cc1nc2ccccc2n1CC(=O)NCCN1CCCC1 | 4 | -7 | 3.4 | -3 | -4 | -5 | -5 | -1 | -4
COc1cccc(CNC(=O)CCCn2ncn3c(cc4occc43)c2=O)c1 | 15 | -1 | 2.0 | -4 | -1 | 1 | 5 | 2 | -4
N/C(=N\OC(=O)/C=C/c1ccc(Br)cc1)c1ccccn1 | -5 | 1 | 0.3 | 3 | 16 | -5 | -1 | 4 | 0
C/C(=N\Nc1nc2ccccc2nc1C)c1ccccc1O | -13 | -3 | 1.4 | 0 | 29 | 3 | 1 | 3 | 1
C=CC[C@@H](CC(=O)N[C@H](CO)Cc1ccccc1)C(=O)N[C@H](COC(=O)[C@@H](CC=C)Cc1ccc(F)cc1)Cc1ccccc1 | 1 | / | / | / | 0 | / | / | -9 | 11

Assay outcomes as filed in PubChem BioAssay.
